Assay outcomes (PubChem)
CCR6 antag – CCR6 receptor antagonists, primary screen, cell-based, CHO-K1, luminescence, beta-arrestin, uHTS | CHO-K1 CCR6 PathHunter beta-arrestin, CCL20-stimulated | 340,000 compounds, 0.49% hits | AID 493098, 2011 | inhibition, % at 20 µM;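 active = compounds whose inhibition of the agonist-driven luminescence signal at 20 µM reaches about 50%, limit read from the data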;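 note: cells stimulated with CCL20 at 14 nM final; plate controls were DMSO with CCL20 for no effect and DMSO without agonist for full effect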
Target sequence (P51684 whole entry, looked up): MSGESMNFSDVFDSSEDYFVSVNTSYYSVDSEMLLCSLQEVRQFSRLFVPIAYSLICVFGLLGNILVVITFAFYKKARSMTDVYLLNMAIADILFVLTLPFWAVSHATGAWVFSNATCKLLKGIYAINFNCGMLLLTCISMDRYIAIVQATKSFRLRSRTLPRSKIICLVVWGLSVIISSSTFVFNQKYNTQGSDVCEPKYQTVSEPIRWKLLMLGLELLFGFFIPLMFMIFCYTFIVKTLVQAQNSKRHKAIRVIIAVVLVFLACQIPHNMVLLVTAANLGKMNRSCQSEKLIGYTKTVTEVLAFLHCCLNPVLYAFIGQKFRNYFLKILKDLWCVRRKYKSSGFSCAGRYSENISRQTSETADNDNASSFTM
UPR XBP1 act – activators of adaptive XBP1 UPR arm, primary screen, cell-based, CHO-XBP1 luciferase reporter, luminescence, uHTS | IRE1-XBP1 UPR activation; percent of tunicamycin response, DMSO as zero | activation, % at 20 µM | 330,000 compounds, 0.33% hits;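 active = versus positive control, 20 µM dose yields 30% or more activation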;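 note: 100% = tunicamycin at 10 µg/mL and 0% = DMSO only wells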
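assay system = CHO-XBP1 luciferase reporter cells | amount = 1000 cells/well | buffer or medium = F12 plus 10% FBS | compound dosing = single point, 20 µM final compound, 1% DMSO | incubation = 16-18 h cell attachment at 37 °C, then 6 h compound exposure | detection = Steady-Glo luminescence read | controls = tunicamycin 10 µg/mL and vehicle-only wells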
CXCR6 block – CXCR6 receptor inhibitors, primary screen, cell-based, beta-arrestin, luminescence, CHO-K1 PathHunter, 1536-well; C-X-C chemokine receptor type 6 (Homo sapiens), O00574; inhibition, % at 20 µM; 360,000 compounds, 0.36% hits; AID 602244, 2012; in the data active = inhibition above about 34%, passing the limit was not always enough;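 note: antagonist mode with CXCL16 agonist at 10 nM final; 0% = 10 nM CXCL16 with DMSO and 100% = unstimulated wells without agonist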
Target sequence (O00574 whole entry, looked up): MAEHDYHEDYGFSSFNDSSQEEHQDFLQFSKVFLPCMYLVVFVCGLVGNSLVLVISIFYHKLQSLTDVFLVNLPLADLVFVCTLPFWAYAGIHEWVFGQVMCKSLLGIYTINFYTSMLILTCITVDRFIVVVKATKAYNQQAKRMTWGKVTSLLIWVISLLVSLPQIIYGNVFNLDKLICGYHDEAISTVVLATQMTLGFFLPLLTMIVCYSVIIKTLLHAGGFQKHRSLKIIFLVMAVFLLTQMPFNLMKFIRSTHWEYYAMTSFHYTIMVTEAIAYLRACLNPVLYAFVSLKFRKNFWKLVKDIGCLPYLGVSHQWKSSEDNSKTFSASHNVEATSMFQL
Mdm2 MdmX PPI – inhibitors of human Mdm2-MdmX association, primary screen, cell-based, luminescence, split luciferase, SaOS-2, uHTS; Protein Mdm4 (Homo sapiens) + E3 ubiquitin-protein ligase Mdm2 (Homo sapiens), …; SaOS-2 split-luciferase Mdm2/MdmX complementation; inhibition, % at 8 µM; 330,000 compounds, 3% hits;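 active = inhibition of at least 50% at 8 µM in the primary screen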
UPR CHOP act – activators of apoptotic CHOP UPR arm, primary screen, cell-based, CHO-CHOP luciferase reporter, luminescence, uHTS; UPR activation; percent of tunicamycin response over DMSO baseline; activation, % at 10 µM; 330,000 compounds, 0.34% hits; AID 449763, 2010;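 active = at 10 µM dose, activation of 40% or more, normalized to positive control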;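 note: 100% = tunicamycin at 10 µg/mL and 0% = DMSO alone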
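assay system = CHO CHOP reporter cells | amount = 500 CHO-CHOP cells per well | buffer or medium = F12 with 10% FBS | incubation = 16-18 h cell attachment, then 6 h compound exposure, 37 °C | detection = luminescence read with Steady-Glo | read-out = percent activation relative to tunicamycin control | controls = tunicamycin high control, DMSO low control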
697 NFkB inh – inhibitors of PMA/ionomycin-induced NF-kB reporter, 697 cells, primary screen, B-cell NF-kB inhibitor project, cell-based, luminescence, uHTS; 697 B-cell NF-kB luciferase reporter, 16 h; inhibition, % at 4 µM; 330,000 compounds, 0.33% hits; in the data active = inhibition above about 35%
Gli-Sufu block – Gli-Sufu pathway antagonists, primary screen, luciferase luminescence, Sufu-KO-LIGHT cells, uHTS; Sufu-KO-LIGHT fibroblasts, Gli luciferase reporter luminescence; AID 588413, 2011; inhibition, % at 5 µM; 340,000 compounds, 0.74% hits;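 active = inhibition above about 55%, limit read from the data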;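 note: 0% = DMSO-treated cells and 100% = wells with medium but no cells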
Jurkat NFkB inh – inhibitors of induced NF-kB luciferase reporter, primary screen, TCR NF-kB activation inhibitor project, cell-based, luminescence, uHTS; Jurkat, PMA/ionomycin-induced NF-kB luciferase reporter; inhibition, % at 4 µM; 330,000 compounds, 0.53% hits; AID 435003, 2010; in the data active = inhibition above about 50%
EBI2 antag – EBI2 receptor antagonists, beta-arrestin recruitment, primary screen, cell-based, luminescence, 7a,25-OHC stimulation, uHTS. G-protein coupled receptor 183 (Homo sapiens), P32249. 7a,25-OHC stimulated. inhibition, % at 5 µM. 360,000 compounds, 0.81% hits. AID 651636, 2012; in the data active = inhibition above about 38%;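 note: enzyme fragment complementation signal reports receptor beta-arrestin coupling in cells; 0% = agonist plus DMSO wells and 100% = wells without agonist; some results beyond the cut were filed as inactive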
Target sequence (P32249 whole entry, looked up, the tested form may be a part): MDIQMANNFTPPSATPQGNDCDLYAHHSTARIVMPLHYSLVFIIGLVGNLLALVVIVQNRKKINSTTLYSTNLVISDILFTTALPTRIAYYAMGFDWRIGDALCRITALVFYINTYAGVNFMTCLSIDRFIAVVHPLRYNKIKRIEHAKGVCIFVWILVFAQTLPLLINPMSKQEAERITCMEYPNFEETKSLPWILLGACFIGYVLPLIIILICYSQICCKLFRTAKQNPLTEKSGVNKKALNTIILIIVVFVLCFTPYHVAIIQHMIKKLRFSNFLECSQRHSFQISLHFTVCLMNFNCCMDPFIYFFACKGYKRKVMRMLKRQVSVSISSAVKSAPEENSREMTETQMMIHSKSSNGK
Numbers without * were called inactive; / = not tested or not shown.

SMILES | CCR6 antag | UPR XBP1 act | CXCR6 block | Mdm2 MdmX PPI | UPR CHOP act | 697 NFkB inh | Gli-Sufu block | Jurkat NFkB inh | EBI2 antag
Cc1cccn2c(=O)c(C=C(C#N)C#N)c(N3CCN(c4ccccc4)CC3)nc12 | 24 | -4 | 0 | 22 | 1.4 | -12 | 12 | 23 | 22
O=C(C1CC(=O)N(c2ccccc2)C1)N1CCN(C2=NS(=O)(=O)c3ccccc32)CC1 (stereo unspecified) | 3 | 0 | -3 | 2 | 0.8 | 9 | -4 | 2 | -20
Cc1ccccc1OCCCn1c(CO)nc2ccccc21 | 11 | 0 | 1 | -9 | 5.3 | -7 | -2 | -18 | 5
COc1ccc(Cl)cc1NC(=O)COC(=O)Cc1cccs1 | 7 | -5 | 2 | 11 | 0.5 | 2 | 1 | -9 | -13
CCOc1ccc(-c2nc(CSCC(=O)N3CCN(C(=O)c4ccco4)CC3)c(C)o2)cc1 | 9 | 2 | 1 | -16 | 2.6 | -67 | 11 | -7 | -4
CC(=O)NC1C(Oc2ccccc2C)OC2COC(c3ccco3)OC2C1O (stereo unspecified) | 12 | -1 | -22 | -3 | -1.2 | -9 | 3 | -3 | -4
COC(=O)/C(C#N)=C1/C=Cc2ccccc2N1C | 13 | 1 | 8 | -18 | 4.1 | -20 | -60 | -12 | 0
CCCCN(C)C(=O)CC(NS(=O)(=O)c1ccc(NC(C)=O)cc1)C(C)C (stereo unspecified) | 4 | -3 | -5 | 7 | -1.0 | 13 | -2 | -20 | -5
CCOc1ccccc1NC(=O)c1ccccc1NS(C)(=O)=O | 7 | -3 | 1 | 20 | -1.8 | 15 | 15 | -19 | -1
O=C(CCC(=O)OCc1ccc(Br)cc1)Nc1ccccc1 | 12 | -1 | -4 | 25 | 2.7 | 1 | 1 | -6 | 4
Cc1ccc(C2CC(c3cccc(Cl)c3)n3nc(N)nc3N2)cc1 (stereo unspecified) | 3 | -1 | 1 | -11 | 0.4 | 11 | 6 | 13 | -1
Cc1cc(-c2nnc(CSc3nnc(NC(=O)c4ccc(C(C)(C)C)cc4)s3)o2)ccc1[N+](=O)[O-] | -2 | 1 | 0 | 59* | 3.3 | -67 | -25 | -16 | 7
COc1cccc(/C=N/NC(=O)Cn2ccnc2C)c1 | 0 | -2 | 5 | 22 | 1.7 | 0 | 0 | -6 | -1
CCn1c(SCC(=O)Nc2ccc3c(c2)c2ccccc2n3CC)nnc1-c1ccco1 | 17 | -2 | 0 | 12 | -0.9 | -19 | -5 | -36 | 9
CN(C)C(=O)c1cc(C(=O)Cc2ccccc2)c[nH]1 | -7 | -5 | -3 | 0 | -1.8 | 7 | 6 | 11 | 0
O=S1(=O)N=CN(Cc2cccc(F)c2)c2ccccc21 | -4 | 0 | -5 | 3 | -2.5 | 7 | 8 | 8 | -6
Cc1ccc(Nc2ccc(N)cc2S(=O)(=O)O)cc1 | -5 | 4 | 2 | 9 | 0.4 | -20 | -2 | -18 | 0
Nc1ccc(S(=O)(=O)Nc2nccc(/C=C/c3cccc(Br)c3)n2)cc1 | -3 | -4 | 2 | 49 | -0.5 | 4 | 29 | 15 | -9
O=C(COC(=O)Cn1cnc2ccccc21)Nc1cc(S(=O)(=O)N2CCOCC2)ccc1Cl | 11 | -1 | -2 | -40 | -0.1 | 10 | -2 | 3 | -12
O=C(Nc1cccc([N+](=O)[O-])c1)C12CC3CC(C1)CC(n1cnc([N+](=O)[O-])n1)(C3)C2 | 12 | -4 | 3 | 19 | -1.3 | 9 | 11 | 12 | 10
O=C(O)/C=C/c1cn(-c2ccccc2)nc1-c1ccc2c(c1)OCCO2 | -8 | 1 | -3 | 7 | 0.5 | -6 | -6 | 2 | 4
Cc1cc(C)n(CCCNC(=O)c2ccc(S(=O)(=O)NCc3ccco3)cc2)n1 | 2 | 0 | 0 | 6 | 0.9 | -1 | 6 | -3 | -7
C=CCNc1sc(C(=O)C2CC2)c(N)c1C#N | 0 | 4 | -1 | 14 | 0.2 | 4 | 7 | 8 | -4
O=C(/C=C/c1ccccc1F)c1cccc([N+](=O)[O-])c1 | 21 | 2 | 6 | 25 | -2.0 | 11 | 35 | -10 | 8
CNC(=O)COC(=O)c1cccnc1SC | -7 | -2 | -3 | 21 | -1.8 | 35* | -2 | 5 | -3
Going on with the list.
SMILES | CCR6 antag | UPR XBP1 act | CXCR6 block | Mdm2 MdmX PPI | UPR CHOP act | 697 NFkB inh | Gli-Sufu block | Jurkat NFkB inh | EBI2 antag
C/C(=N\NC(=O)c1c[nH]c2ccccc12)c1ccccn1 | 0 | -1 | -4 | 39 | -2.1 | -119 | -58 | -52 | 7
CC1(c2cccc(Br)c2)NC(=O)N(CC(=O)NC2CCCCC2)C1=O (stereo unspecified) | 13 | 0 | 0 | 15 | -0.2 | 20 | -38 | 2 | 10
Cc1ccc(CN2CCN(c3ccccn3)CC2)s1 | 4 | -3 | 2 | -4 | 1.3 | 9 | 18 | 0 | -4
CCCS(=O)(=O)N1CCCC(C(=O)NCCCN2CCN(c3cccc(Cl)c3)CC2)C1 (stereo unspecified) | 5 | / | 1 | / | / | / | 3 | / | 3
O=C(Nc1ccc(Oc2cccnc2)cc1)C1CCCCN1Cc1ccc(CO)o1 (stereo unspecified) | 5 | -4 | -1 | 16 | 1.3 | -19 | 11 | -6 | 6
CCOC(=O)c1c(NC(=O)CN2CCCCC2)sc(CN(C)C)c1-c1ccccc1 | 29 | -1 | 9 | 17 | 0.6 | -39 | 43 | -2 | 14
CN1c2ccccc2N(C)C1(C)c1cccc2ccccc12 | 16 | -1 | 0 | 15 | 1.3 | 0 | -17 | 5 | 4
O=C(CN1CCCC1)Nc1ccc(OCc2ccccc2)cc1 | 15 | 0 | 4 | -20 | 1.9 | -34 | -5 | -25 | -2
CC(O)[C@H]1CNC(=O)C(=O)N1CCc1cccc(F)c1 (stereo partly specified) | -2 | 2 | -1 | -4 | -1.4 | 9 | -7 | 20 | -11
CC(C)C(c1nnnn1C1CCCC1)N(C)C1CCCCC1 (stereo unspecified) | 6 | 0 | 5 | 14 | -0.9 | 12 | 11 | -6 | 18
O=C(CCNS(=O)(=O)c1ccccc1Cl)OCc1nnc(-c2ccccc2Cl)o1 | -5 | 0 | 4 | -4 | -1.3 | 0 | -7 | 3 | -3
Cc1cc(C)n2nc(SCC(=O)N(C)c3c(N)n(Cc4ccccc4)c(=O)[nH]c3=O)nc2n1 | / | -2 | 8 | -12 | -1.1 | 7 | / | 12 | 3
Cn1c(CNC(=O)CNC(=O)c2ccccc2F)cc(=O)n(C)c1=O | -7 | 0 | 8 | -1 | 2.1 | -15 | 53 | 14 | 4
O=C(NNc1c(Cl)cccc1Cl)c1cccs1 | 5 | -4 | -6 | 2 | -1.9 | 5 | 2 | -5 | -4
O=C(CN1CCN(c2ccccc2O)CC1)NNC(=O)c1ccc(Cl)cc1 | -12 | -1 | -3 | -14 | -1.0 | -29 | -7 | -9 | 0
O=C(Nc1cccc(F)c1)Nc1ccc(Cl)cn1 | 8 | -2 | -7 | -35 | 6.2 | -37 | -91 | -19 | 1
COc1ccc(C(=O)C2CCCN(Cc3ccc4c(c3)OCCO4)C2)cc1F (stereo unspecified) | 4 | -3 | -3 | -6 | -0.9 | 15 | -2 | -12 | 6
C=CCn1c(=O)c2ccccc2n2c(SCC(=O)O)nnc12 | 3 | -1 | -6 | -5 | -0.5 | -1 | 2 | -3 | -1
Cc1ccc(C(=O)N(C)Cc2nc3ccccc3c(=O)[nH]2)cc1NC(=O)c1ccco1 | 16 | -4 | 5 | 19 | -0.2 | 10 | 1 | 8 | -14
COc1ccc(C(O)(C(C)C)C(CN2CCOCC2)c2ccc(Cl)cc2)cc1 (stereo unspecified) | -4 | -1 | 13 | 15 | -0.4 | 1 | 3 | 20 | 22
CCc1nc2sc3c(c2c(=O)n1N)CC(C)(C)OC3 | -1 | -1 | -4 | 8 | 0.3 | 17 | 2 | 3 | 5
O=c1c2ccccc2ncn1-c1ccc(Cl)cc1[N+](=O)[O-] | 9 | 5 | -4 | -8 | 0.2 | 6 | -35 | -6 | 0
Cc1ccc(CN2C(=O)C3CCCN3c3ccc(S(=O)(=O)N4CCOCC4)cc32)cc1 (stereo unspecified) | / | 1 | / | 17 | -0.2 | -4 | / | -13 | /
CC12CN(C(=O)c3ccccc3)C3(C#N)CC1CCC23C (stereo unspecified) | -16 | -2 | 9 | 8 | -3.3 | 9 | -2 | -7 | -2
COc1ccccc1OCC(=O)NNC(=O)Nc1ccc(Cl)cc1 | -6 | 2 | 7 | 44 | -1.2 | 11 | -2 | 14 | -6

Compound profiles, as listed above:
`O=C(CN1CCCC1)Nc1ccc(OCc2ccccc2)cc1` is entered as CCR6 antag: 15; UPR XBP1 act: 0; CXCR6 block: 4; Mdm2 MdmX PPI: -20; UPR CHOP act: 1.9; 697 NFkB inh: -34; Gli-Sufu block: -5; Jurkat NFkB inh: -25; EBI2 antag: -2
`CC(O)[C@H]1CNC(=O)C(=O)N1CCc1cccc(F)c1` (stereo partly specified) is entered as CCR6 antag: -2; UPR XBP1 act: 2; CXCR6 block: -1; Mdm2 MdmX PPI: -4; UPR CHOP act: -1.4; 697 NFkB inh: 9; Gli-Sufu block: -7; Jurkat NFkB inh: 20; EBI2 antag: -11
`Cc1cc(C)n2nc(SCC(=O)N(C)c3c(N)n(Cc4ccccc4)c(=O)[nH]c3=O)nc2n1` is entered as CCR6 antag: /; UPR XBP1 act: -2; CXCR6 block: 8; Mdm2 MdmX PPI: -12; UPR CHOP act: -1.1; 697 NFkB inh: 7; Gli-Sufu block: /; Jurkat NFkB inh: 12; EBI2 antag: 3

Going on with the list.
SMILES | CCR6 antag | UPR XBP1 act | CXCR6 block | Mdm2 MdmX PPI | UPR CHOP act | 697 NFkB inh | Gli-Sufu block | Jurkat NFkB inh | EBI2 antag
C#CC(C)(C)NC(=O)c1ccccc1OC | 4 | -3 | -10 | 8 | -0.4 | 12 | -3 | -3 | -3
CCOC(=O)c1c(C)nc(C)c(C(=O)OCC)c1-c1ccc(OC)cc1 | 10 | -3 | 30 | 9 | -0.6 | -4 | -7 | 12 | 10
N#Cc1cc([N+](=O)[O-])ccc1Oc1cccc(/C=N/NC(=O)c2ccc(Cl)cc2)c1 | 7 | -1 | -5 | 19 | 3.4 | -39 | -2 | -27 | -8
O=C(COc1ccccc1)N=C1SC2CS(=O)(=O)CC2N1c1ccccc1 (stereo unspecified) | 2 | -2 | -5 | 14 | -1.1 | 6 | -16 | -1 | 3
Cc1cc(C(=O)Nn2c(C3CCCCC3)nc3ccccc3c2=O)ccc1[N+](=O)[O-] | -2 | 2 | 0 | 10 | -0.8 | 3 | 0 | 1 | -1
O=[N+]([O-])c1cc(/C=N/N2CCCCC2)ccc1Cl | 14 | 0 | 2 | -29 | 4.5 | -20 | -19 | -35 | 1
